PKA-R1A act = activators of PKA-R1A holoenzyme, primary screen, biochemical, fluorescence polarization, Cy5-IP20, bovine R1A, mouse PKAc; activation, % at 11.4 µM; PKA-R1A dissociation; scaled: DMSO 0%, 113 µM cGMP 100%; cAMP-dependent protein kinase type I-alpha regulatory subunit (Bos taurus) + …; 0.083% of 340,000 active; AID 504707, 2011;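 active means percent activation above the mean of all tested compounds plus 3 SD, cut at about 19% in these data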;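 further: higher means more PKAc released from R1A so a rise in polarization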
OPRM1-OPRD1 inv = inverse agonists of MOR-DOR heterodimerization, primary screen, cell-based, luminescence. 0.21% of 340,000 active. cell-based MOR-DOR heterodimer luminescence, inverse agonism. AID 504357, 2011. inhibition, % at 9.3 µM; in the data active means inhibition above about 22%, passing the limit was not always enough;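 further: 0% = cells with DMSO and 100% = wells without cells with DMSO; values of inactives mirror those of a sister screen read the other way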
DAGLB inh = DAGLB lipase inhibitors, primary screen, biochemical, fluorescence, HTS | Diacylglycerol lipase-beta (Homo sapiens), Q8NCG7 | HEK293T DAGLB membrane lysate, EnzChek fluorogenic substrate | inhibition, % at 5.17 µM | 0.059% of 340,000 active | AID 504411, 2011; in the data active means inhibition above about 34%;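 further: 0% = enzyme with vehicle and 100% = wells lacking enzyme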
Target sequence (Q8NCG7 whole entry, looked up): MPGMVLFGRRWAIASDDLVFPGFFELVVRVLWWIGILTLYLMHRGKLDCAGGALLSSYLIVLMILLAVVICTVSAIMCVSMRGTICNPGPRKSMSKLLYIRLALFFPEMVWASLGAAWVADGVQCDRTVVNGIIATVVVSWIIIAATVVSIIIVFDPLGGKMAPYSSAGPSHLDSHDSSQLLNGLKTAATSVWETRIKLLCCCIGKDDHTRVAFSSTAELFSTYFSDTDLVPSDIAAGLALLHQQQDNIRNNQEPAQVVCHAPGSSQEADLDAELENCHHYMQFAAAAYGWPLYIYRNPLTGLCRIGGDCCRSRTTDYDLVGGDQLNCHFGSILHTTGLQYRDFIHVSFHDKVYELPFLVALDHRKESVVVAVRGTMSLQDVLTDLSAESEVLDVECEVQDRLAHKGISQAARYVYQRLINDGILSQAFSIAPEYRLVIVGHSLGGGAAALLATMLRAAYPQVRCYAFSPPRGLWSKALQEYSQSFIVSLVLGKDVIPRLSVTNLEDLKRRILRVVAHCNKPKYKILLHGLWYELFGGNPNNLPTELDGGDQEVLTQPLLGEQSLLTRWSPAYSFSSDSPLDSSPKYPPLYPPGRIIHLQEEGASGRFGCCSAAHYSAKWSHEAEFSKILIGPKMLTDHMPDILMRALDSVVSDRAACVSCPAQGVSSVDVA
HTR5A ag ctr = HTR5A agonists in luminescence cell assay, primary screen, counter-screen for OPRM1-OPRD1 heterodimer agonist project, full-deck HTS; 5-hydroxytryptamine receptor 5A (Homo sapiens), P47898; cell-based; activation, % at 9.3 µM; 0.61% of 340,000 active; in the data active means activation mostly above about 9.5%, no sharp cut-off; inactive means mostly below about 7.6%;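 further: 0% = cells with vehicle only and 100% = reference agonist; strong numbers were not always called active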
Target sequence (P47898 whole entry, looked up): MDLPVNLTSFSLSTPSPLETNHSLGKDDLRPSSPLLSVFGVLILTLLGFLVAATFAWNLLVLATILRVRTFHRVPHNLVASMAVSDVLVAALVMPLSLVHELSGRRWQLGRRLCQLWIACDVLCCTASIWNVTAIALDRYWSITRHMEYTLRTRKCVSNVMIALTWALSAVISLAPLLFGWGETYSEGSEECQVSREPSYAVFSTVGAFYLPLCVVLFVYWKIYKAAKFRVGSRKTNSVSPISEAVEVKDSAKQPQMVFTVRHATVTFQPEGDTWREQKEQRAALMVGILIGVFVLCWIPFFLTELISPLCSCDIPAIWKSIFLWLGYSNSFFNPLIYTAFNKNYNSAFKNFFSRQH
V-ATPase pHluor = regulators of yeast V-ATPase proton pumping, primary screen, pHLuorin cytosolic pH fluorescence; response, % at 10 µM; S. cerevisiae; AID 504577, 2011; 0.37% of 350,000 active; in the data active means response mostly above about 7.3%, no sharp cut-off; inactive means mostly below about 5.4%; further: actives read high; inactives centre near 0; some compounds called inactive have numbers as strong as hits; reference of the scale not given here
MOR-DOR ag = agonists of OPRM1-OPRD1 heterodimerization, primary screen, cell-based, luminescence. activation, % at 9.3 µM. Mu-type opioid receptor (Homo sapiens) + Delta-type opioid receptor (Homo sapiens), …. 0.3% of 340,000 active. AID 504326, 2011. cells; in the data active means activation above about 18%;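 further: 0% = vehicle-treated cells and 100% = reference agonist; values of inactives mirror those of a sister screen read the other way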
HTR5A inv ag = HTR5A inverse agonists in luminescence cell assay, primary screen, counter-screen for OPRM1-OPRD1 heterodimer inverse agonist project, full-deck HTS. 5-hydroxytryptamine receptor 5A (Homo sapiens), P47898. HTR5A cell line, inverse agonism. inhibition, % at 9.3 µM. 0.083% of 340,000 active; in the data active means inhibition mostly above about 23%, no sharp cut-off; inactive means mostly below about 18%;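 further: 0% = cells with DMSO and 100% = no-cell wells with DMSO; some compounds called inactive have numbers as strong as hits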
Arr AP2 block = inhibitors of beta-arrestin/AP2 binding, primary screen, biochemical, GPCR trafficking, flow cytometry. 0.31% of 340,000 active. FITC-arrestin peptide / GST-AP2 beads; AP2 beta2 appendage carries R879A mutation. inhibition, % at 10 µM;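 active means inhibition above a set limit, near 3 SD of compounds lacking own fluorescence, cut at about 54% in these data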;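 further: plate controls were DMSO wells for no effect and 5 µM unlabelled arrestin peptide for full effect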
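System: GST-AP2 R879A glutathione beads | Also added: FITC-arrestin peptide, 50 nM | Times: 12 min plus 1 h, RT | Signal: Bead flow cytometry, FITC channel | Buffer or medium: PBS with 0.05% Tween 20 and 0.1% BSA | Read-out basis: Percent drop in bead-associated FITC signal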
Pemphigus Ab inh = inhibitors of pemphigus antibody binding to DSG3, primary screen, biochemical, bead-based, flow cytometry, scFv-GFP; Desmoglein-3 (Homo sapiens), P32926; DSG3-coupled beads, scFv-anti-DSG3-GFP binding; hits give low values; binding (percent of control), % at 10 µM; 0.48% of 310,000 active; AID 588358, 2011;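 active means binding more than 3 SD below its plate's average and above zero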;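 further: hits lower antibody fragment binding to DSG3; some compounds called inactive have numbers as strong as hits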
PKA-R2B act = activators of PKA-R2B holoenzyme, primary screen, biochemical, fluorescence polarization, Cy5-IP20, human. 0.079% of 340,000 active. PKA-R2B holoenzyme dissociation; R2B truncated from residue 108, S112A mutant; 0% DMSO only, 100% 113 µM cGMP. AID 504700, 2011. activation, % at 11.4 µM;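 active means activation above a cutoff set at the mean over all compounds plus 3 SD, cut at about 18% in these data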;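 further: higher means more holoenzyme dissociation and a rise in polarization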
* = called active by the depositor; x = no result given. Outcome played no part in choosing rows; overall some 2.4% were active at least once.

SMILES	PKA-R1A act	OPRM1-OPRD1 inv	DAGLB inh	HTR5A ag ctr	V-ATPase pHluor	MOR-DOR ag	HTR5A inv ag	Arr AP2 block	Pemphigus Ab inh	PKA-R2B act
Cc1cc(C)n(-c2nc3ccccc3s2)n1	2	-16	-6	-2	4	2.3	8	-9	110	-11
CCOc1ccccc1C(=O)Nc1ccc(NC(=O)c2ccccc2)cc1	-6	-4	-4	3	-1	0.9	-10	6	103	-6
COc1ccc(CCNC(=O)C2CCN(S(=O)(=O)N3CCC4(CC3)OCCO4)CC2)cc1OC	-6	15	-1	-1	-1	-3.0	19	1	78	-2
O=C(O)C1CC(O)CN1C(=O)c1ccco1 (stereo unspecified)	-8	4	0	4	-5	-0.7	12	-8	109	0
COC(=O)C1[C@H]2SC(C)(C)C(C(=O)OC)N2C(=O)N1Cc1nc2ccccc2s1 (stereo partly specified)	10	12	1	-1	0	-2.0	-7	-2	111	-7
Cc1ccccc1N1CCN(c2ncnc3c2cnn3Cc2ccc(Cl)cc2)CC1	-9	-9	-25	6	0	1.6	-17	10	105	-5
O=C(NCCCCc1ccccc1)C1CC(c2ccccc2C(F)(F)F)=NO1 (stereo unspecified)	-1	0	-7	2	-2	0.0	-5	-1	104	-4
CCc1ccc(-n2c(=O)c3c(C)c(C)sc3n(CC(=O)NCC3CCCO3)c2=O)cc1 (stereo unspecified)	-11	20	-3	4	5	-3.7	-13	47	96	0
O=C(COc1ccc(S(=O)(=O)NC2CCCCC2)cc1Cl)Nc1ccc2c(c1)OCO2	-4	-26	-3	0	-2	4.8	-6	-14	104	-9
O=C(O)CSCC(=O)N1CCN(c2cc(C(F)(F)F)nc3ccccc23)CC1	-5	9	1	0	3	-1.6	-1	-18	87	2
CCN(CC(=O)Nc1ccc(NC(C)=O)cc1)C(=O)c1ccc(Sc2nncn2C)c([N+](=O)[O-])c1	-4	x	-1	x	3	x	x	x	102	-5
Cc1ccccc1OC(C)C(=O)Nc1ccc(S(=O)(=O)N2CCCC2)cc1 (stereo unspecified)	2	12	0	0	-6	-2.3	0	-8	101	5

One compound at a time, from the list above:
CCN(CC(=O)Nc1ccc(NC(C)=O)cc1)C(=O)c1ccc(Sc2nncn2C)c([N+](=O)[O-])c1 reads PKA-R1A act = -4; OPRM1-OPRD1 inv = x; DAGLB inh = -1; HTR5A ag ctr = x; V-ATPase pHluor = 3; MOR-DOR ag = x; HTR5A inv ag = x; Arr AP2 block = x; Pemphigus Ab inh = 102; PKA-R2B act = -5
COC(=O)C1[C@H]2SC(C)(C)C(C(=O)OC)N2C(=O)N1Cc1nc2ccccc2s1 (stereo partly specified) reads PKA-R1A act = 10; OPRM1-OPRD1 inv = 12; DAGLB inh = 1; HTR5A ag ctr = -1; V-ATPase pHluor = 0; MOR-DOR ag = -2.0; HTR5A inv ag = -7; Arr AP2 block = -2; Pemphigus Ab inh = 111; PKA-R2B act = -7

(listing goes on)
SMILES	PKA-R1A act	OPRM1-OPRD1 inv	DAGLB inh	HTR5A ag ctr	V-ATPase pHluor	MOR-DOR ag	HTR5A inv ag	Arr AP2 block	Pemphigus Ab inh	PKA-R2B act
Cc1nc(C)c(-c2ccc(SCc3ccc(Cl)cc3)nn2)s1	-6	12	-2	1	1	-2.3	0	-7	100	-7
O=C(CCN1C(=O)c2ccccc2C1=O)Nc1ccccc1C(F)(F)F	2	-3	2	-5	0	0.7	19	38	113	-9
CCCOc1ccc(/C(O)=C2/C(=O)C(=O)N(CCN(C)C)C2c2ccncc2)cc1 (stereo unspecified)	-3	2	0	0	6	-0.3	-6	-2	93	1
Cc1cc(/C=N/NC(N)=S)c(C)n1-c1ccc(Cl)cc1	-1	26	1	0	-2	-5.0	1	4	94	-2
Cc1cc(C)nc(SCC(=O)Nc2ncc(Cc3cccc(Cl)c3Cl)s2)n1	3	11	-3	-2	5	-2.1	4	12	108	-3
CCNc1nc(NCC)n2c(SCC(=O)Nc3ccccc3)nnc2n1	1	8	0	2	0	-1.6	29	-1	x	-11
COc1cc(NC(=O)c2cc([N+](=O)[O-])ccc2NC(=O)CNC2CCCCC2)cc(OC)c1	7	-14	-5	3	0	2.7	-8	-2	111	3
Cc1cc(C)n2nc(S(=O)(=O)NCCc3ccccc3)nc2n1	4	9	-1	-2	0	-1.8	6	4	111	-3
O=C(CSc1nnc(CNC(=O)c2cccs2)o1)Nc1ccc2c(c1)OCO2	-4	10	1	2	0	-1.8	16	15	94	0
O=C(Nc1nnc(SCc2ccc(F)cc2)s1)c1ccccn1	-2	25	3	-1	3	-4.8	2	-3	109	-4
C=CCOC(=O)C1=C(C)Nc2nnnn2C1c1cccs1 (stereo unspecified)	-3	12	0	0	0	-2.2	-16	5	99	-2
O=C1COc2ccc(C(=O)COC(=O)/C=C/c3ccco3)cc2N1	4	18	1	1	-3	-4.7	11	10	94	-5
COc1ccccc1CNC(=O)[C@H](C)NC(=O)[C@@H]1Cc2ccccc2CN1	-2	-3	-1	-1	1	0.7	-7	0	104	1
CCOc1cc(C(=O)Nc2ccc(S(=O)(=O)N3CCOCC3)cc2)cc(OCC)c1OCC	-16	9	-2	-2	-1	-1.6	7	-8	106	0
CCOC(=O)c1cc(-c2ccc(F)cc2)n(CCC(=O)NC2CCN(Cc3ccccc3)CC2)c1C	-5	-45	-4	-2	4	6.2	7	16	102	-4
COc1ccc(C(NC=O)c2cc(OC)c(OC)cc2Br)cc1OC (stereo unspecified)	-5	19	2	1	0	-3.6	-19	14	115	-7
O=C(NCC1CCCO1)c1ccc(S(=O)(=O)Nc2ccccc2F)cc1 (stereo unspecified)	4	-2	2	-1	-1	0.3	3	-7	101	-17
CN(CCc1ccccc1)C(=O)c1ccc(NC(=O)Cc2ccc(NC(=O)C3CCN(C(=O)C4CCCC4)CC3)cc2)cc1	2	4	0	-5	-2	-0.9	20	38	101	10
Cc1ccc(/C=C2/Sc3ccccc3N(CC(=O)NCC3CCCO3)C2=O)cc1 (stereo unspecified)	-1	10	2	6	2	-1.9	4	-9	x	0
CCOC(=O)N/N=C/c1cn(Cc2ccc(Cl)cc2)c2ccccc12	-8	7	1	2	-4	-1.4	-5	1	-28*	2
COc1cc2ccccc2cc1C(=O)Nc1ccc(NC(=O)c2cccs2)cc1	-2	-13	3	4	8	1.6	-11	4	87	-18
COc1ccc(S(=O)(=O)Nc2ccc(NC(C)=O)cc2)cc1OC	-4	0	-1	1	5	0.1	1	-5	110	-13
CCN(C(=O)CSc1nnnn1-c1ccc(Cl)cc1)C1CCS(=O)(=O)C1 (stereo unspecified)	4	2	-3	5	3	-0.4	-6	9	103	5
CCOC(=O)C1(Cc2cccc(OC)c2)CCN(Cc2ccc(OC)c(OC)c2)CC1	-4	3	1	1	-2	-0.5	-6	3	108	2
Cc1c(Cl)cccc1NC(=S)N(CCN(C)C)C(C)c1ccccn1 (stereo unspecified)	-18	8	-1	-3	2	-1.6	-6	-11	93	-7
Cn1c(NC(=O)c2ccco2)cc(=O)n(C)c1=O	-4	-8	3	9	0	1.4	-21	-11	98	7
CC(c1ccc(F)cc1)n1c(-c2cccs2)n[nH]c1=S (stereo unspecified)	1	6	3	-2	-1	-1.2	-12	-1	109	-12
CN(CC(=O)Nc1ccccc1Br)CC(=O)Nc1ccccc1-c1ccccc1	-4	-1	-2	0	-3	0.4	0	2	104	-11
Cc1ccc(C(=O)OC(C)C(=O)Nc2ccc(Cl)cn2)s1 (stereo unspecified)	-6	17	-7	7	-5	-4.7	-9	14	x	-6
O=C(CSCc1cc(=O)n2ccsc2n1)Nc1ccc(F)cc1	10	12	2	2	-4	-2.3	7	24	97	10
CCc1c(C(=O)NCc2ccccc2Cl)[nH]c(C)c1C(C)=O	-8	4	-1	0	2	-0.8	-1	-3	96	-10
CC1CCN(S(=O)(=O)c2cccc3cccnc23)CC1	-1	1	-3	0	7	-0.2	-18	11	x	1
Cc1ccc(C)c(OCCC(=O)OCC(=O)Nc2cc(S(=O)(=O)N3CCOCC3)ccc2C)c1	-4	12	0	-1	3	-2.5	-6	-4	104	-10
Cc1ccc(C(=O)O/N=C\c2ccc(N3CCCCC3)c([N+](=O)[O-])c2)cc1	2	0	2	-2	0	0.1	6	2	94	6
O=C(NC1CCCCC1)C(c1ccccc1)N1CCC2(CC1)OCCO2 (stereo unspecified)	5	4	-1	3	2	-0.8	8	-3	101	-5
CCOC(=O)C1Nc2ccc(OC(F)(F)F)cc2C2C=CCC12 (stereo unspecified)	-10	4	9	9	-1	-0.7	-15	-3	97	10
CCC1CCCCN1CCCNC(=O)CN1C(=O)COc2ccc(S(=O)(=O)N3CCOCC3)cc21 (stereo unspecified)	12	11	0	5	2	-2.1	-13	-7	106	6
CC(=O)Nc1nc2ccccc2n1Cc1ccccc1C	-4	-9	1	2	5	1.6	-11	-2	93	-4
COC(=O)c1ccc(NC(=O)CSc2nccn2CCc2ccccc2)cc1	1	-12	-3	3	-4	2.1	8	-3	102	-2
O=C(NCc1ccc(F)cc1)c1c2c(nc3ccccc13)CCC2	-1	3	4	-1	-3	-0.7	31	3	103	-6
CN(C)S(=O)(=O)c1ccc(C(=O)NCCSc2ccccc2)cc1	-3	5	-3	-1	-11	-0.8	-40	0	111	7
CCc1nnc(NC(=O)c2ccc(-c3ccc([N+](=O)[O-])cc3Cl)o2)s1	2	-3	1	-1	-1	0.5	2	14	95	-7
O=C1C=C(/C=C/c2ccccc2)C[C@@H](c2ccc(F)cc2)C1	2	-22	-14	0	0	4.0	3	5	99	1
COc1cccc2sc(=NC(=O)CS(=O)(=O)c3ccc(Cl)cc3)n(C)c12	-12	8	2	-1	-3	-1.5	7	0	92	-16
COc1ccc(CNC(=S)NCc2ccc(Cl)cc2)cc1OC	-4	3	-2	2	3	-0.6	0	0	x	-9
CC1=CC(C)(C)NC(=S)N1c1ccc(C)cc1	-7	9	-1	4	-3	-1.6	-1	3	101	0
CC1c2nc3ccccc3n2C(CC(=O)NCCCN2CCOCC2)C(=O)N1Cc1ccccc1 (stereo unspecified)	2	x	1	x	-1	x	x	-17	92	5
COc1ccc(CN2CCN(C(=O)Cn3ncn4cccc4c3=O)CC2)c(OC)c1OC	1	-9	2	3	9	1.7	-8	3	119	-14
O=C(Nc1ccccc1)Nc1ccc2c(c1)CCC2	2	-5	-3	3	-1	1.4	9	2	107	-3

Screens: PubChem BioAssay, several laboratories
